ERp5 block: inhibitors of human ERp5; Q15084; ERp5 insulin aggregation, absorbance 650 nm, 90 min; inhibition, % at 9.99 µM; 350,000 tested, 0.05% active; AID 651711;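 active = mean replicate inhibition above about 25%, with every replicate also reaching it, limit read from the data, passing the limit was not always enough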
Target sequence (Q15084 whole entry, looked up): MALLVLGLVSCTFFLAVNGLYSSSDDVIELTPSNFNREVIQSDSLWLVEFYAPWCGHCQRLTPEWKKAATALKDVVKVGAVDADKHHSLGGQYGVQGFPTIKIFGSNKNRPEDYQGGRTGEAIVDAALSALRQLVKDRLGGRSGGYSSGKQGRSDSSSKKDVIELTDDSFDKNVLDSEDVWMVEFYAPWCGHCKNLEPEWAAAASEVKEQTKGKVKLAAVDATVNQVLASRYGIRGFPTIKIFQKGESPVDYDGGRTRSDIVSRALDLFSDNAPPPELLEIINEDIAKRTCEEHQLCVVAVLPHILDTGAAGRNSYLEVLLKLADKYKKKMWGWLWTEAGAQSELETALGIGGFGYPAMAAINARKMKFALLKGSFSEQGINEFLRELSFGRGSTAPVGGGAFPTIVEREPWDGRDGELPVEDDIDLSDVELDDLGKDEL
SIRT5 inh: inhibitors of human sirtuin-5 desuccinylase | Q9NXA8 | Purified SirT5, succinyl-peptide AMC, trypsin-coupled fluorescence | inhibition, % at 15 µM | 330,000 tested, 1.1% active | AID 652115; in the data active = inhibition above about 15%
Target sequence (Q9NXA8 whole entry, looked up): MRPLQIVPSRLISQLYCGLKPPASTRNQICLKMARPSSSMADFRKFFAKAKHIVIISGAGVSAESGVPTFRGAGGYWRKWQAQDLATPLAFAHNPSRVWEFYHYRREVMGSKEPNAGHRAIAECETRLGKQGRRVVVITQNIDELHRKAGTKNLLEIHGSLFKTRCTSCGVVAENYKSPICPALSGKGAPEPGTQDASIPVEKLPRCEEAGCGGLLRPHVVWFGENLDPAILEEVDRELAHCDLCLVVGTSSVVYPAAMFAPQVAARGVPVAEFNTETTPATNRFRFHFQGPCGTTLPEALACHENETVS
* = called active by the depositor; & = joins results of further samples.

The first 3 records as a preview:
SMILES	ERp5 block	SIRT5 inh
CCCNC(=O)N1CC(=O)N2[C@H](CO)[C@H](c3ccc(-c4ccc(F)cc4)cc3)[C@H]2C1	2.4	2.4
CN(C)C(=O)c1cccc(-c2ccc([C@H]3[C@@H](C#N)N(C(=O)C4CCCC4)[C@H]3CO)cc2)c1	6.2	-1.8
CCCC#Cc1ccc([C@@H]2[C@H](CO)N3C(=O)CN(C(=O)Nc4ccc(F)cc4)C[C@@H]23)cc1	2.4	-1.6

The whole of this part, previewed entries included:
SMILES	ERp5 block	SIRT5 inh
CCCNC(=O)N1CC(=O)N2[C@H](CO)[C@H](c3ccc(-c4ccc(F)cc4)cc3)[C@H]2C1	2.4	2.4
CN(C)C(=O)c1cccc(-c2ccc([C@H]3[C@@H](C#N)N(C(=O)C4CCCC4)[C@H]3CO)cc2)c1	6.2	-1.8
CCCC#Cc1ccc([C@@H]2[C@H](CO)N3C(=O)CN(C(=O)Nc4ccc(F)cc4)C[C@@H]23)cc1	2.4	-1.6
O=S1(=O)CC(N2CCN(CCO)CC2)CN1Cc1cn(Cc2cccc(Cl)c2)nn1 (stereo not drawn)	-0.8	-5.7
CCC(C)NC(=O)Nc1ccc(C)cc1C (stereo not drawn)	3.1	-5.1
CN1c2ccc(-c3cccc(C#N)c3)cc2[C@@H]2[C@@H](CCN2C(=O)C2CCCCC2)[C@@H]1CO	-1.7	12.9
CN(C)CC(=O)N1[C@H](CO)[C@H](c2ccccc2-c2cccc(C(=O)N(C)C)c2)[C@@H]1C#N	0.8	1.5
CCCC#Cc1ccc([C@H]2[C@H](CO)N3C(=O)CN(C(=O)c4ccccn4)C[C@@H]23)cc1	-0.8	-2.1
O=C(COC(=O)c1ccc(Cl)s1)c1ccc[nH]1	-2.2	-2.6
COc1ccc(N2C(=O)c3ccccc3NC(=O)C2C(=O)NCCc2ccccc2F)cc1 (stereo not drawn)	-0.3	-3.3
CC(C)CC#Cc1ccc([C@@H]2[C@H]3CN(C(=O)CN4CCOCC4)CC(=O)N3[C@H]2CO)cc1	-2.0	6.3
CC(C)(C)C1CCN2CCCC(c3ccccc3)(C1)C2=O (stereo not drawn)	2.0	-10.6
CCC(=O)N1[C@H](CO)[C@H](c2ccc(-c3cccc(OC)c3)cc2)[C@@H]1CNC(C)=O	-4.6	-12.9
COc1ccc2c3c([nH]c2c1)[C@@H](CO)N(C(=O)C1CCCCC1)CC31CCN(C(=O)c2ccncc2)CC1	-1.5	2.6
CC=Cc1ccc2n(c1=O)C[C@H]1[C@H](CO)[C@@H](C(=O)NCCCN(C)C)[C@@H]2N1Cc1nccs1 (mixture of isomers)	0.0	-25.0
O=C(C[C@@H]1CC[C@@H](NC(=O)C2CCOCC2)[C@@H](CO)O1)Nc1ccccc1	-5.9	1.3
O=C(c1cccnc1)N1CC(=O)N2[C@H](CO)[C@@H](c3ccc(C#CCC4CCCC4)cc3)[C@H]2C1	2.5	4.7
O=C(O)CSc1c2c(nc3cc(C(=O)NCCN4CCOCC4)ccc13)CCC2	0.1	1.6
COC(=O)c1cc(C)nc(Sc2ccccc2N)n1	-4.3	0.8
CCN(Cc1ccncc1)C(=O)CCc1nnc(CCc2ccccc2OC)o1	0.1	-4.5
COc1ccc(OC)c(Nc2nc3nonc3nc2N2CCCC(C)C2)c1 (stereo not drawn)	1.3	1.2
COCc1cc(N2CCN(C(=O)OC(C)(C)C)C[C@H]2C)ccc1Br	2.1	0.5
OC[C@@H]1[C@H](c2ccc(C3=CCCCC3)cc2)[C@@H](CNC2CCCC2)N1CC1CC1	0.4	0.0
C[C@@H]1CN([C@H](C)CO)C(=O)CCCn2nncc2CO[C@@H]1CN(C)Cc1ccc(C(=O)O)cc1	-5.3	-0.1
CCOC(=O)c1ccc(NC(=O)c2cccc(C)c2[N+](=O)[O-])cc1	-8.1	-1.4

A different layout for part of the listing above.
Molecule: CC=Cc1ccc2n(c1=O)C[C@H]1[C@H](CO)[C@@H](C(=O)NCCCN(C)C)[C@@H]2N1Cc1nccs1 (mixture of isomers)
  ERp5 block = 0.0
  SIRT5 inh = -25.0
Molecule: O=C(C[C@@H]1CC[C@@H](NC(=O)C2CCOCC2)[C@@H](CO)O1)Nc1ccccc1
  ERp5 block = -5.9
  SIRT5 inh = 1.3
Molecule: O=C(c1cccnc1)N1CC(=O)N2[C@H](CO)[C@@H](c3ccc(C#CCC4CCCC4)cc3)[C@H]2C1
  ERp5 block = 2.5
  SIRT5 inh = 4.7
Molecule: O=C(O)CSc1c2c(nc3cc(C(=O)NCCN4CCOCC4)ccc13)CCC2
  ERp5 block = 0.1
  SIRT5 inh = 1.6

(continued)
SMILES	ERp5 block	SIRT5 inh
Nc1cc(Oc2ccc(F)cc2F)cc([N+](=O)[O-])c1	1.5	-2.6
C[C@@H]1ON(C)[C@H]2C[C@H]3c4[nH]c5c(-c6ccc7c(c6)OCO7)cccc5c4CCN3C(=O)[C@@H]12	-1.0	2.3
c1ccc(COc2cccc(CNCc3ccccn3)c2)cc1	-1.0	-6.0
C[C@H](CO)N1C[C@H](C)[C@@H](CN(C)S(=O)(=O)c2ccc(F)cc2)Oc2c(NS(=O)(=O)c3cccs3)cccc2C1=O	-1.3	-1.2
CCC(=O)N1CC(=O)N2[C@H](CO)[C@@H](c3ccc(C#Cc4cccc(F)c4)cc3)[C@@H]2C1	2.8	-1.5
Cc1noc(C)c1S(=O)(=O)Nc1ccc2c(c1)CC(=O)N([C@H](C)CO)C[C@@H](C)[C@H](CN(C)Cc1ccc(C(=O)Nc3ccccc3N)cc1)O2	11.9	8.4
O=C(CN1CCOCC1)N[C@H]1CC[C@H](CCn2cc(C3CCCC3)nn2)O[C@H]1CO	4.1	0.1
C[C@@H]1CN([C@@H](C)CO)C(=O)c2cc(NC(=O)CCCN(C)C)ccc2O[C@@H](C)CCCCO[C@@H]1CN(C)Cc1ccc2c(c1)OCO2	4.5	-8.1
CNC(=O)N1c2ccccc2NC(=O)CC1C (stereo not drawn)	0.8	-2.0
Cc1cccc(C)c1NC(=O)C(c1ccccc1OC(F)(F)F)N1CCN(C)CC1 (stereo not drawn)	-3.8	0.0
O=C(C[C@H]1C[C@H]2c3cc(NC(=O)NC4CCCCC4)ccc3O[C@H]2[C@@H](CO)O1)NCCc1ccccc1	1.9	-2.7
COCC(=O)N1CC2(C1)[C@H](c1ccccc1)[C@@H](CO)N2C(=O)c1ccncc1	0.6	-0.7
C[C@H](O)[C@@H]1C(=O)N2CCc3c([nH]c4c(-c5ccccc5)cccc34)[C@@H]2C[C@@H]1N(C)C(=O)NC1CCCCC1	0.1	-4.4
COc1cccc(NC(=O)N2CC(=O)N3[C@@H](CO)[C@@H](c4ccc(C5=CCCC5)cc4)[C@@H]3C2)c1	-5.4	1.8
COc1ccc(S(=O)(=O)Nc2ccc3c(c2)C(=O)N([C@H](C)CO)C[C@H](C)[C@H](CN(C)Cc2ccc(Cl)c(Cl)c2)OCCCC[C@H](C)O3)cc1	10.1	11.0
C[C@H](CO)N1C[C@H](C)[C@H](CN(C)S(=O)(=O)c2ccc(Oc3ccccc3)nc2)OCc2cn(nn2)CCCC1=O	5.7	7.0
CCS(=O)(=O)N1N=C(c2cccc(NS(C)(=O)=O)c2)CC1c1ccc(C)cc1 (stereo not drawn)	0.3	0.0
Cc1ccc(S(=O)(=O)N2C[C@@H]3O[C@H](CNS(=O)(=O)c4ccccc4C)CC[C@@H]32)cc1	1.4	-12.6
Cc1ccccc1S(=O)(=O)N1CC(=O)N2[C@H](CO)[C@H](c3ccc(C#Cc4ccccc4)cc3)[C@@H]2C1	3.8	-1.2
COc1ccccc1-c1ccc([C@H]2[C@@H](CO)N(C(=O)C3CCCC3)[C@H]2C#N)cc1	-2.3	-2.6
Cc1cccc(-c2ccc([C@H]3[C@@H](CO)N4C(=O)CN(S(=O)(=O)c5cccc(F)c5)C[C@@H]34)cc2)c1	1.6	17.1*
CCCCNC(=O)C1c2ccccc2OCC(=O)N1Cc1cccnc1 (stereo not drawn)	2.5	-10.5
Cc1cc(NC(=O)c2ccccc2[N+](=O)[O-])ccc1Br	-1.9	-2.0
COCc1cn(CC(C)n2c(=O)c3ccccc3n2Cc2cc(C(C)C)no2)nn1 (stereo not drawn)	0.7	-11.3
COc1ccc(CCNC(=O)C(F)(F)F)cc1S(N)(=O)=O	-5.2	-3.5
Further records follow.
SMILES	ERp5 block	SIRT5 inh
O=C(NC[C@H]1CC[C@@H]2[C@@H](CN2S(=O)(=O)c2ccccc2[N+](=O)[O-])O1)c1cccnc1	-2.8	0.8
O=C(OCc1ccc(Br)cc1)c1cccc(S(=O)(=O)N2CCCC2)c1	5.4	-3.1
O=C1CN(S(=O)(=O)Cc2ccccc2)C[C@H]2[C@@H](c3ccc(C#Cc4ccc(F)cc4)cc3)[C@@H](CO)N12	14.0	10.7
CN(C)CC(=O)N1CC2(C1)[C@H](c1ccccc1)[C@H](CO)N2Cc1cc(F)ccc1F	-0.3	-3.9
COC[C@H]1CCCN1c1ccc2c(c1)O[C@@H](COCc1ccccc1)CN([C@H](C)c1ccccc1)S2(=O)=O	5.7	-0.5
COc1ccc(NC(=S)N2CCN(c3ccccn3)CC2)cc1	-1.2	1.5
CC(C)(C)S(=O)N1Cc2cc(C(=O)N[C@@H]3CCN(Cc4ccccc4)C3)nc(-c3cccc(C#CCC4CCCC4)c3)c2[C@H]1CCO (stereo partly drawn)	-2.7	0.6
CC(=O)N[C@H]1CC[C@H](CCNC(=O)C2CCCCC2)O[C@H]1CO	3.2	0.3
CN(C(=O)COc1ccccc1)c1ccc([N+](=O)[O-])cc1	-0.2	-0.1
O=C(C1CCCC1)N1CC(=O)N2[C@H](C1)[C@H](c1ccc(C#CCc3ccccc3)cc1)[C@@H]2CO	-0.4	3.8
O=C(CSc1c2c(nc3ccccc13)CCC2)N1CCCC1	4.4	1.8
C[C@@H]1CN([C@H](C)CO)C(=O)c2cccc(NC(=O)CCCCCC(=O)Nc3ccccc3N)c2O[C@@H]1CN(C)Cc1ccncc1	6.6	5.8
O=C(Nc1cc(F)ccc1F)N1CC(=O)N2[C@H](CO)[C@@H](c3ccc(-c4ccccc4)cc3)[C@@H]2C1	6.2	-37.6
O=C(NNc1nc(N2CCOCC2)nc(N2CCOCC2)n1)Nc1ccc(Cl)cc1	5.1	15.1*
CN1CCN(C(=O)C[C@H]2CC[C@@H]3[C@@H](COc4ccc(NC(=O)C5CCC5)cc4C(=O)N3C)O2)CC1	2.7	0.6
C[C@H](CO)N1C[C@H](C)[C@@H](CN(C)S(=O)(=O)c2ccccc2)Oc2ccc(NC(=O)CCCCCC(=O)Nc3ccccc3N)cc2C1=O	-4.1	18.5*
Cc1ccccc1CN1C(=O)CSCC1(C)C(=O)NCc1ccccc1 (stereo not drawn)	-9.6	-2.6
NC(=S)Cc1nc(-c2ccc(Cl)cc2)cs1	-3.3	-1.5
COCC(=O)N1CC(=O)N2[C@H](CO)[C@@H](c3ccc(C#CC(C)C)cc3)[C@@H]2C1	3.1	0.6
CCCN1C[C@H](C)[C@H](OC)CN(C)C(=O)c2ccc(NC(=O)Nc3cccc(F)c3)cc2OC[C@H]1C	-0.2	6.8
CC(C)C[C@@H]1Cc2[nH][nH]c(=O)c2[C@H](CCc2ccccc2)O1	5.2	2.0
COC(=O)[C@]12CCCCC=C1N(Cc1cccc3ccccc13)C(=O)[C@H](CC(=O)N1CCCC1)C2	-5.0	-0.8
COc1ccc(NC(=O)N2CC(=O)N3[C@@H](CO)[C@H](c4ccc(/C=C/c5ccccc5)cc4)[C@@H]3C2)cc1	-0.2	1.8
CC(C)[C@H](NC(=O)OC(C)(C)C)c1cc(C(=O)N2CCOCC2)c(N)s1	1.7	-1.1
C=CCN1C(=O)c2[nH]nc(-c3ccccc3)c2C1c1ccc(C)cc1 (stereo not drawn)	-5.6	1.7

Complete entries from above. Order of screens: ERp5 block | SIRT5 inh
`Cc1ccccc1S(=O)(=O)N1CC(=O)N2[C@H](CO)[C@H](c3ccc(C#Cc4ccccc4)cc3)[C@@H]2C1` across the screens: 3.8 | -1.2
`C[C@@H]1ON(C)[C@H]2C[C@H]3c4[nH]c5c(-c6ccc7c(c6)OCO7)cccc5c4CCN3C(=O)[C@@H]12` across the screens: -1.0 | 2.3
`O=C(CSc1c2c(nc3ccccc13)CCC2)N1CCCC1` across the screens: 4.4 | 1.8

Additional compounds:
SMILES	ERp5 block	SIRT5 inh
CC(=O)N1CC2(C1)[C@H](c1ccc(-c3ccc(C#N)cc3)cc1)[C@H](CO)N2CCC(F)(F)F	0.2	5.8
N#C[C@H]1[C@@H](c2ccc(C#CC3CCCCC3)cc2)[C@H](CO)N1C(=O)Nc1ccc(F)cc1	-2.1	-1.3
O=C1CN(S(=O)(=O)c2ccccc2)C[C@@H]2[C@@H](c3ccc(Br)cc3)[C@H](CO)N12	3.7	-3.4
O=C1C=CCC(/C=C/c2ccccc2)O1 (stereo not drawn)	-0.6	-2.0
C[C@@H]1CN([C@@H](C)CO)C(=O)c2c(c3ccccc3n2C)-c2ccccc2CO[C@@H]1CN(C)Cc1ccccc1C(F)(F)F	0.8	7.7
CN1C=CC=C/C1=C1\SC(=S)N(Cc2ccccc2)C1=O	1.2	6.3
CC(c1nc2ccccc2n1Cc1ccccc1)n1c(-c2cnccn2)nc2ccccc21 (stereo not drawn)	-1.4	1.2
O=C(CCn1nnc2ccccc21)N/N=C\Cc1ccccc1	2.3	-1.5
CCN(C(=O)CSc1ncnc2c1cnn2-c1ccccc1)C1CCS(=O)(=O)C1 (stereo not drawn)	0.0	5.9
Cc1cc(NC(=O)OC(C)(C)C)c(-n2nnnc2C(C(=O)c2ccccc2)N2CCOCC2)cc1C (stereo not drawn)	-1.2	-0.5
CCC(=O)N1CC2(C1)[C@H](c1ccc(-c3cccc(F)c3)cc1)[C@@H](CO)N2CC1CC1	-1.5	-1.8
C/C=C/c1ccc(C2[C@@H]3CN(C(=O)Cc4ccccc4)C[C@H]2N3)cc1 (stereo partly drawn)	4.7&-0.2	-0.3
O=C(NC[C@H]1CC[C@H]2[C@H](CN2Cc2ccc(Oc3ccccc3)cc2)O1)C1CCOCC1	-0.5	-3.5
Cc1nn(-c2cccc(Cl)c2)c(Cl)c1/C=N/NC(=O)c1cccnc1	-3.1	-1.3
O=C(C1CC1)N1CC2(C1)[C@H](c1ccccc1)[C@@H](CO)N2C(=O)c1cccnc1	2.0	-1.3

Compound activity: PubChem, Broad Institute

The list is partial (hit frequency here may not be typical).
